# High-throughput results as filed in PubChem.
# TRPC4 inh = TRPC4 (mouse) channel inhibition | Q9QUQ5 | HEK293 TRPC4beta/mu-opioid, DAMGO-evoked Fluo4 calcium flux; active compounds read low | B-score at 10 µM | 0.39% of 300,000 active | AID 2247;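 active means B-score over 3 SD under the library average, no early fluorescence shift, positive overall ratio signal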
# Target sequence (Q9QUQ5 whole entry, looked up): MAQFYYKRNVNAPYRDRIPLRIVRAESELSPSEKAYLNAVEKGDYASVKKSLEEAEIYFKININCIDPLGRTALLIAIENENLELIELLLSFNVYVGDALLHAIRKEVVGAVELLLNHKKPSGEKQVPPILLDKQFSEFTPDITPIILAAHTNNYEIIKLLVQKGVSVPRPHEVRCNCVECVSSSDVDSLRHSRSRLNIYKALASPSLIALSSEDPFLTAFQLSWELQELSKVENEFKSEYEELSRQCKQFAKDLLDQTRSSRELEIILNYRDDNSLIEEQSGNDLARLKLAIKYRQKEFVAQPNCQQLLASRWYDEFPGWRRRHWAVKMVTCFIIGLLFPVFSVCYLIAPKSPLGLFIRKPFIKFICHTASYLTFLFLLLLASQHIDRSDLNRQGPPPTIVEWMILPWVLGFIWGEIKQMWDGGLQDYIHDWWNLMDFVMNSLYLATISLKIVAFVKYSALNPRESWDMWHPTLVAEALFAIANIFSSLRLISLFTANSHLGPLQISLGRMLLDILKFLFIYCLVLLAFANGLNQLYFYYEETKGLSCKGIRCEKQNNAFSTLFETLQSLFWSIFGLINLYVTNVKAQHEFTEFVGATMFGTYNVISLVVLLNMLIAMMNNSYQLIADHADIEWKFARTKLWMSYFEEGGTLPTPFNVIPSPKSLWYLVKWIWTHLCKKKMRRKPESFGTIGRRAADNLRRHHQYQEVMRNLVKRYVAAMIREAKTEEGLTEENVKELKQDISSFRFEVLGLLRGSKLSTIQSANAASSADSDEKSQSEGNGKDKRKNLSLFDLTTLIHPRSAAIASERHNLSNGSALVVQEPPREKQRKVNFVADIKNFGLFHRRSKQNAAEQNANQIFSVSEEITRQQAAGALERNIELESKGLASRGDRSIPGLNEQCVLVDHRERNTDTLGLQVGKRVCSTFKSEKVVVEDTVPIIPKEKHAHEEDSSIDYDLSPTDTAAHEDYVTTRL
#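 Assay system: HEK293 cells with stable TRPC4beta plus mu-opioid receptor expression; Probe or stimulus: DAMGO in two steps, submaximal then maximal; Dosing: single-point compound dosing; Measured by: Fluo4 calcium-dye fluorescence, kinetic read; Read-out basis: B score from integrated Fluo4 fluorescence ratio.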
# MrgX1 ag = activates human MrgX1 receptor signaling; MrgX1-HEK293 cells, Fluo-4 calcium fluorescence, agonist mode; active compounds read high; B-score at 10 µM; 0.44% of 310,000 active; AID 588627;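 active means calcium response B-score plate-corrected fluorescence ratio at least 3 library SD, with starting fluorescence B-score inside 5 SD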
#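 Test system: HEK293 cells stably expressing human MrgX1 receptor; Input: fifteen thousand cells per well; Dosing: compound delivered in addition one of three; Schedule: overnight seeding, then 1 h dark dye loading; Technique: Fluo-4 NW calcium fluorescence; Measure: B-scored fluorescence response ratio; Controls: positive and negative controls per plate.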
# TRPC4 act = TRPC4 (mouse) channel activation; Q9QUQ5; HEK293 TRPC4beta/mu-opioid, Fluo4 calcium fluorescence; active compounds read high; B-score at 10 µM; 0.49% of 310,000 active; AID 2237;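 active means B-score above 5 SD of library B-scores, and initial fluorescence ratio not above library mean plus 5 SD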;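 further: positive B-score marks a calcium rise read as TRPC4 activation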
#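 Test system: HEK293 cells stably co-expressing mouse TRPC4beta and mu-opioid receptor | Schedule: Fluo4 dye loading 45 min at room temperature, 110 s recording | Measured by: Kinetic Fluo4 calcium fluorescence, 5 s baseline at 1 Hz | Evaluation: B score of integrated ratio | Controls: Buffer (low) and maximal DAMGO (high)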
# ANO1 block = mouse TMEM16A channel inhibition, primary screen; 1.2% of 310,000 active; HEK293 TMEM16A/YFP iodide influx fluorescence, ionomycin; Q8BHY3; normalized B-score (activity score, 25-100; higher = stronger inhibition) at 10 µM;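 active means ratio plate-corrected score three or more library SD toward inhibition, starting fluorescence score within five deviations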;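 further: score derived from kinetic fluorescence span divided by baseline fluorescence per well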
# MrgX1 allo act = human MrgX1 positive allosteric modulation, primary screen; AID 588675; 0.63% of 310,000 active; B-score at 10 µM; Q96LB2; MrgX1-HEK293, Fluo-4 calcium flux, FDSS; active compounds read high;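 active means plate-corrected calcium response at least 3 library SD above typical, normal starting fluorescence, not activating the receptor alone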;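 further: compound read alongside a low EC10 to EC30 dose of BAM8-22 agonist; peak minus trough fluorescence over baseline measured at the second addition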
# TRPC6 act = activates the mouse TRPC6 cation channel | HEK293-TRPC6 membrane potential dye fluorescence; active compounds read high | B-score at 10 µM | Q61143 | 0.13% of 310,000 active;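 active means B-score of the integrated fluorescence ratio above library mean plus 3 SD, and starting fluorescence ratio within library mean plus 5 SD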;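 further: higher score means more depolarization so channel activation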
# TRPC6 inhibitor = inhibitors of mouse TRPC6 channel. AID 2553. Q61143. HEK293-TRPC6, membrane potential dye, ACh-evoked depolarization; active compounds read low. B-score at 10 µM. 1.1% of 310,000 active;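 active means B-score under library mean minus 3 SD, initial fluorescence not abnormally high, positive integrated signal ratio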;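 further: B-score derived from integrated fluorescence ratio over the kinetic read; more negative B-score means stronger inhibition of depolarization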
# MrgX1 antagonist = human MrgX1 receptor antagonism, primary screen | Q96LB2 | MRGX1-HEK293 calcium flux, Fluo-4, BAM8-22 antagonism; active compounds read low | AID 588676 | 1.3% of 310,000 active | B-score at 10 µM;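 active means calcium-response B-score plate-corrected more than 3 library SD below zero, starting fluorescence within 5 deviations, no agonist response on first addition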;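 further: peak minus trough fluorescence over baseline after final BAM8-22 challenge near maximal dose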
# ANO1 activ = mouse TMEM16A channel activation, primary screen | B-score at 10 µM | 0.3% of 340,000 active | Q8BHY3 | AID 623877 | HEK293 TMEM16A/YFP-H148Q/I152L, iodide quench fluorescence; active compounds read low;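 active means fluorescence-ratio B-score plate-corrected deviation score at least 3 library SD below zero, with starting fluorescence score within 5 deviations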;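 further: channel opened by trigger with iodide after compound preincubation; score built on the fluorescence ratio of max minus min over baseline; more negative score means more quench and so TMEM16A activation or potentiation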
# TRPC4 potent = allosterically enhances the mouse TRPC4 cation channel | Q9QUQ5 | HEK293 TRPC4beta/mu-opioid, DAMGO EC20, Fluo-4 Ca2+ flux; active compounds read high | B-score at 10 µM | 0.42% of 310,000 active;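 active means B-score of calcium response area above 5 SD of library B-scores, with initial fluorescence ratio within 5 SD of library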;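 further: B-score of integrated fluorescence ratio over time as area under calcium response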
# SKKanGAS inh = SKKanGAS growth inhibition | S. pyogenes SKKanGAS, kanamycin growth, BacTiter-Glo, 6 h | inhibition, % at 7.5 µM | 1.3% of 300,000 active;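 active means mean replicate score, as percent of positive control median, at least 50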;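 further: strain carries kanamycin resistance gene driven by streptokinase promoter and grows in 40 µg/ml kanamycin; loss of luminescence reflects streptokinase promoter inhibition or plain growth inhibition; 0% = median of DMSO wells and 100% = positive control at its reference dose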
# * marks the source's active call; other numbers are inactive results; i = inactive; · = no result given.
SMILES,TRPC4 inh,MrgX1 ag,TRPC4 act,ANO1 block,MrgX1 allo act,TRPC6 act,TRPC6 inhibitor,MrgX1 antagonist,ANO1 activ,TRPC4 potent,SKKanGAS inh
Cc1cccc2c(N=NC(=O)C(C)n3cnc4ccccc4c3=O)c(O)[nH]c12 (stereo not given),i,i,i,i,i,i,i,i,i,i,5.2
CCOC(=O)N1CCN(C(=O)c2ccc(N(Cc3ccc(C)cc3)S(C)(=O)=O)cc2)CC1,i,i,i,i,i,i,i,i,i,i,-3.7
Cc1c(CC(=O)O)c(=O)oc2c(C)c3occ(-c4ccc(Br)cc4)c3cc12,i,i,i,i,i,i,i,i,i,i,27.8
O=C(CCN1CCCCC1)Nc1ccccc1,i,i,i,i,i,i,i,i,i,i,0.2
CC(C)N(Cc1nc(-c2ccccc2)no1)C(=O)CCCN1C(=O)c2ccccc2C1=O,i,i,i,i,i,i,i,i,i,i,-5.4
CCOC(=O)C1CCCN(c2c(NCCC(C)C)c(=O)c2=O)C1 (stereo not given),i,i,i,i,i,i,i,i,i,i,-7.7
O=C(NCc1ccccc1)c1ccc(F)c(S(=O)(=O)N2CCOCC2)c1,i,i,i,i,i,i,i,i,i,i,-3.6
C/C(CC(=O)Nc1c(C)cc(C)cc1C)=N\NC(=O)OC(C)(C)C,i,i,i,i,i,i,i,i,i,i,-1.8
Cc1cccc(C(=O)N(NC(=O)Oc2ccccc2)C(C)(C)C)c1,i,i,i,i,i,i,i,i,i,i,-6.8
CC1=NN(c2ccccc2)C(=O)/C1=C\C=C1\N(C)c2ccccc2C1(C)C,i,i,58*,i,i,i,i,i,i,i,-1.0
COc1ccc(CC(=O)NC(=S)NNC(=O)COc2c(C)cccc2C)cc1,i,27.3*,i,i,i,i,i,i,i,i,97.3*
CN(CC(=O)Nc1ccc(N2CCOCC2)cc1)CC(=O)Nc1ccc(Cl)cc1[N+](=O)[O-],i,i,i,i,i,i,i,i,i,i,-16.5
CS(=O)(=O)NCc1nnc(SCc2ccccc2C(F)(F)F)o1,i,i,i,i,i,i,i,i,i,i,-8.6
Cn1c(=O)n(C)c2cc([N+](=O)[O-])c(N3CCN(C(=O)c4ccccc4Br)CC3)cc21,i,i,i,i,i,i,i,i,i,i,-7.0
COc1cc(/C=N/N2C(=O)CSC2=S)ccc1O,i,i,i,i,i,i,i,i,i,i,4.8
CCCc1[nH]nc2c1C(CCc1ccccc1)C(C#N)=C(N)O2 (stereo not given),i,i,i,i,i,i,i,i,i,13*,-19.2
COCC1CCN(c2nc3nonc3nc2N2CCSCC2)C1 (stereo not given),i,i,i,i,i,i,i,i,i,i,3.2
CCN(CC)S(=O)(=O)c1cc(OC)ccc1N=Nc1ccc(O)c2ncccc12,i,i,i,i,i,i,i,i,i,i,67.8*
O=C(CNC(=S)N(CCCN1CCOCC1)Cc1cccs1)NCCCN1CCOCC1,i,i,i,i,i,i,i,i,i,i,3.0
O=C(Nc1cc(Cl)ccc1N1CCOCC1)c1ccc(Br)o1,i,i,i,i,i,i,i,i,i,i,2.6
Cc1ccc(CNC(=O)C2CCN(c3nn4c(=O)cc(C)nc4s3)CC2)cc1,i,i,i,i,i,i,i,i,i,i,2.9
Cc1cc(=O)oc2cc(OCC(=O)N3CC[C@@]4(O)CCCC[C@H]4C3)ccc12,i,i,i,i,i,i,i,i,i,i,-3.9
O=C(CNCc1cccc2ccccc12)Nc1ccccc1[N+](=O)[O-],i,i,i,i,i,i,i,i,i,i,4.0
CCOC(=O)c1c(C)[nH]c(C)c1C(=O)CSc1nc2ccccc2n1CCOC,i,i,i,i,i,i,i,i,i,i,-14.3
CN1CCN(S(=O)(=O)c2ccc(NC(=O)COc3ccccc3)cc2)CC1,i,i,i,i,i,i,i,i,i,i,3.4
COCCNC(=O)CN1C(=O)NC2(CCCc3ccccc32)C1=O (stereo not given),i,i,i,i,i,i,i,i,i,i,-2.1
C=CCNC(=O)NC(=O)COC(=O)/C(C#N)=C/c1ccc(OC)cc1,i,i,i,i,i,i,i,i,i,i,-1.8
Cc1ccc(CSCCNC(=O)CN(c2cccc([N+](=O)[O-])c2)S(C)(=O)=O)cc1,i,i,i,i,9.91*,i,i,i,i,i,7.6
O=C(CSCc1ccc(Cl)cc1)Nc1ccccc1C(=O)N1CCOCC1,i,i,i,i,i,i,i,i,i,i,2.6
CCCCC(=O)Nc1cccc(NC(=O)c2ccccc2Br)c1,i,i,i,i,i,i,i,i,i,i,-0.1
O=C(C(Cc1ccccc1)n1cccc1)N1CCN(Cc2ccccc2)CC1 (stereo not given),i,i,i,i,i,i,i,i,i,i,0.8
CC(=O)Nc1ccc(/C=C2/Sc3ccccc3C2=O)cc1,i,i,i,i,i,i,i,i,i,i,-9.3
Cc1cc(C)cc(CC2CC(=O)N(c3ccc4c(c3)OCCO4)C2=O)c1 (stereo not given),i,i,i,i,i,i,i,i,i,i,-0.8
Cc1cccc(NS(=O)(=O)c2ccc(C(=O)NCCCN3CCCC3=O)cc2)c1C,i,i,i,i,i,i,i,i,i,i,3.0
Nc1ccc(S(=O)(=O)NC(Cc2ccccc2)C(=O)O)cc1 (stereo not given),i,i,i,i,i,i,i,i,i,i,-5.3
Cc1cc(C)n(C(=O)CNC(=O)c2cccc(Br)c2)n1,i,i,i,i,i,i,-5.82*,i,i,i,0.3
COc1cc(OC)c(OC)cc1/C=N/N(C)c1ccccc1,i,i,i,i,i,i,i,i,i,i,-11.1
O=C(Cn1nnc(-c2ccc(Cl)cc2)n1)NCC1CCCCC1,i,i,i,i,i,i,i,i,i,i,-8.9
c1csc(Cc2nn3c(-c4ccncc4)nnc3s2)c1,i,i,i,i,i,i,i,i,i,i,0.6
COc1ccc2oc(=O)c(C(=O)N3CCCc4ccccc43)cc2c1,i,i,i,i,i,i,i,i,i,i,-7.6
Cc1occc1C(=O)Nc1ccc2c(c1)OCCO2,i,i,i,i,i,i,i,i,i,i,2.1
CCOc1ccc(CNC(=O)CCSCc2ccccc2F)cc1OC,i,i,i,i,i,i,i,i,i,i,-5.0
Cc1cc(NC(=O)c2cncc(Br)c2)no1,i,i,i,i,i,i,i,i,i,i,14.5
O=C(Nc1ccc2c(c1)OCCO2)c1cccc(Cl)c1Cl,i,i,i,i,i,i,i,i,i,i,1.0
CN1C(=O)c2cccc(NCCCN3C(=O)c4ccccc4C3=O)c2C1=O,i,i,i,i,i,i,i,i,i,i,2.4
CSc1ccc(Cl)c(C(=O)OCC(=O)N(C)CCC#N)c1,i,i,i,i,i,i,i,i,i,i,-7.2
CC(C)CNC(=S)N1CCN(c2nc(-c3ccc(Cl)cc3)cs2)CC1,i,i,i,i,i,i,i,i,i,i,17.2
Cc1nc2cc(NC(=O)NCCCO)ccc2o1,i,i,i,i,i,i,i,i,i,i,3.3
O=C(CNC(=S)N(CCCN1CCOCC1)Cc1cccs1)NCc1ccccc1,i,i,i,i,i,i,i,i,i,i,-4.8
Cc1occc1C(=O)Nc1cccc2ccccc12,i,i,i,i,i,i,i,i,i,i,10.2
# Next results
SMILES,TRPC4 inh,MrgX1 ag,TRPC4 act,ANO1 block,MrgX1 allo act,TRPC6 act,TRPC6 inhibitor,MrgX1 antagonist,ANO1 activ,TRPC4 potent,SKKanGAS inh
O=C(Cn1c(=O)n(Cc2ccco2)c(=O)c2c3c(sc21)CCCCC3)c1ccccc1,i,i,i,i,i,i,i,i,i,i,-20.7
CC1CCCC(NC(=O)c2ccc3c(=O)n(CC4CCCO4)c(=O)[nH]c3c2)C1C (stereo not given),i,i,i,i,i,i,i,i,i,i,0.0
Cc1cc(C)c(S(=O)(=O)N2CCCOC2CNC(=O)C(=O)NCc2cccnc2)c(C)c1 (stereo not given),i,i,i,i,i,i,i,i,i,i,-10.8
O=C(O)C1C2C=CC(O2)C1C(=O)NCCC1=CCCCC1 (stereo not given),i,i,i,i,i,i,i,i,i,i,-0.9
Cc1ccc(C)c(NC(=O)CN(C)C(=O)c2cccc(-n3cccc3)c2)c1,i,i,i,i,i,i,i,i,i,i,-4.4
N#Cc1c(C(F)(F)F)cc(-c2ccccc2)nc1SCC(=O)N1CCOCC1,i,i,i,i,i,i,i,i,i,i,-8.1
Cc1cc(Cl)nc(Cl)c1C(=O)NCc1ccc(Cl)cc1,i,i,i,i,i,i,i,i,i,i,5.8
CCOc1cnc(-c2ccc(OC)cc2)o1,i,i,i,i,i,i,i,-4.6*,i,i,1.9
COc1cc(NC(=O)c2ccc3c(=O)n(Cc4ccco4)c(=S)[nH]c3c2)cc(OC)c1OC,i,i,i,i,i,i,i,i,i,i,15.0
Cc1ccccc1CS(=O)(=O)c1snnc1C,i,i,i,i,i,i,i,i,i,i,0.4
Cc1ccc(-n2nc3ccc(NC(=O)/C=C/c4ccco4)cc3n2)cc1C,i,i,i,i,i,i,i,i,i,i,1.0
Cc1cc(C)c(C#N)c(OCC(=O)c2ccccc2)n1,i,i,i,i,i,i,i,i,i,i,2.7
Cc1nn(CCC(=O)Nc2cccc(C#N)c2)c(C)c1S(=O)(=O)N1CCCCC1,i,i,i,i,i,i,i,i,i,i,7.9
Cc1ccc(-n2c(SCC(=O)N3CCCC3)nc3c(c2=O)SCC3)cc1,i,i,i,i,i,i,i,-4.86*,·,i,7.0
CCOc1cccc(CN2CCC(Oc3ccc(C(=O)NCc4ccccn4)cc3)CC2)c1,i,i,i,i,i,i,i,i,i,i,9.4
CC(C)(C)NC(=O)CCN(/N=C/c1ccc([N+](=O)[O-])o1)C1=NS(=O)(=O)c2ccccc21,·,i,·,i,i,·,·,i,i,·,·
O=c1cc(CO)oc(CN2CCCC2)c1O,i,i,i,i,i,i,i,i,i,i,14.4
CCCCCSc1nc2c(cnn2-c2ccc(F)cc2)c(=O)[nH]1,i,i,i,i,i,i,i,i,i,i,2.7
CC(C)Nc1nc(NC(C)C)nc(C(N)=O)n1,i,i,i,i,i,i,i,i,i,i,0.6
O=C(Nc1cccc(S(=O)(=O)NC2=NCCCCC2)c1)c1cc(-c2ccccc2Cl)nc2ccccc12,i,i,i,i,i,i,i,i,i,i,10.1
C/C=C/c1ccc(OCC(=O)Nc2cc(OC)c(OC)c(OC)c2)c(OC)c1,i,i,i,i,i,i,i,i,i,i,-3.7
